Yfh1-off respiration: enhancers of respiration in Yfh1-depleted yeast, dose response, Friedreich's ataxia, plus single-dose screen (AID 1465) | S. cerevisiae Yfh1-off respiration, WST-1 reduction, 72 h; higher fold induction means a stronger effect | fold induction at 50 µM, or EC50 in µM where a hit was titrated | hit rate 0.074% among 220,000;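 active = fold induction of absorbance versus untreated yeast above a set limit, then at least 30% activation at any dose in follow-up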;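 note: activators that raise dye reduction in frataxin-depleted yeast; strong numbers were not always called active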
XIAP displacement: XIAP antagonists, biochemical, IAP family, fluorescence polarization (AID 1018) | hit rate 0.007% among 200,000 | displacement, % at 20 µM, or IC50 in µM where a hit was titrated | E3 ubiquitin-protein ligase XIAP (Homo sapiens) | XIAP BIR domain, fluorescence polarization peptide displacement; higher % means a stronger effect; in the data active = displacement above about 50%; note: a part of the inactive calls stands beside numbers as strong as those of hits
P. falciparum M17LAP: P. falciparum M17LAP inhibitors, primary screen, biochemical, fluorogenic H-Leu-NHMec substrate, 1536-well (AID 1619). Leucine aminopeptidase (Plasmodium falciparum (isolate 3D7)). recombinant M17LAP, H-Leu-NHMec fluorogenic kinetic assay; higher % means a stronger effect. inhibition, % at 30 µM, or IC50 in µM where a hit was titrated. hit rate 0.38% among 220,000;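 active = compound inhibiting the enzyme by more than half at any dose during confirmatory dose-response retesting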;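 note: plate controls were full reaction with DMSO carrier for no effect and no enzyme background for full effect; strong numbers were not always called active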
human PMI inhibitors: human PMI inhibitors, high substrate, primary screen, biochemical, fluorescence intensity, high mannose 6-phosphate (AID 1220); Mannose-6-phosphate isomerase (Homo sapiens); recombinant PMI enzyme, coupled fluorescence intensity; higher % means a stronger effect; inhibition, % at 20 µM; hits with a dose series show IC50 in µM; hit rate 0.66% among 190,000; in the data active = inhibition above about 50%
SIAH1 antagonists: Siah-1 peptide-binding antagonists, primary screen, biochemical, fluorescence polarization, rhodamine-plectin, uHTS (AID 1817); E3 ubiquitin-protein ligase SIAH1 (Homo sapiens); Siah-1 / rhodamine-plectin peptide fluorescence polarization; higher % means a stronger effect; displacement, % at 20 µM, or IC50 in µM where a hit was titrated; hit rate 0.02% among 290,000;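 active = displacement of at least 50% at 20 µM, with a fluorescence ratio check between 0.3 and a set limit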;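 note: plate controls were Siah plus tracer with DMSO for no effect and tracer alone without Siah for full effect; strong numbers were not always called active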
West Nile antiviral: West Nile virus antiviral activity, cell-based, CPE readout (AID 1621) | West Nile virus-infected cells, CPE inhibition; higher % means a stronger effect | CPE inhibition, % at 10 µM; hits with a dose series show IC50 in µM | hit rate 0.02% among 290,000; in the data active = a potency from the dose series; note: strong numbers were not always called active
M1AAP inhibition: P. falciparum M1AAP inhibitors, biochemical, fluorogenic H-Leu-NHMec substrate, 1536-well (AID 1445). one-dose inhibition, % at 30 µM; IC50 in µM for titrated hits. hit rate 0.42% among 220,000. Aminopeptidase N (Plasmodium falciparum (isolate 3D7)). recombinant M1AAP, H-Leu-NHMec fluorogenic kinetic assay; higher % means a stronger effect;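 active = primary inhibition above the hit cutoff, then over 50% inhibition at one or more dose response concentrations, cut at about 23% in these data, passing the limit was not always enough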;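 note: plate controls were DMSO full reaction for no effect and no enzyme background for full effect; strong numbers were not always called active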
CSM14.1 death rescue: rescue of cells from ER stress-induced death, primary screen, 384-well, CSM14.1, thapsigargin, ATP luminescence (AID 1222); CSM14.1 thapsigargin-induced death rescue, ATP luminescence; higher % means a stronger effect; one-dose cellular ATP content (survival), % at 20 µM; EC50 in µM for titrated hits; 190,000 tested, under 10 active;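 active = EC50 below 50 µM in the dose-response confirmation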;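 note: death triggered by thapsigargin at about 15 µM added after 2 h compound pretreatment; cell ATP read after overnight thapsigargin exposure of roughly 18 to 22 hours; normalized against plate controls of thapsigargin alone and 5% DMSO vehicle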
Salmonella PhoP GFP: inhibitors of PhoP regulon expression, primary screen, Salmonella Typhimurium, GFP reporter (AID 1863) | S. Typhimurium PhoP-regulated promoter GFP reporter, 4 h; higher % means a stronger effect | one-dose inhibition, % at 50 µM; IC50 in µM for titrated hits | hit rate 0.16% among 300,000;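 active = inhibition over 29.93%, a cutoff 3 SD above the screen mean, later confirmed by dose response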;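 note: 0% = low Mg2+ inducing control and 100% = high Mg2+ repressing control; strong numbers were not always called active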
* = called active by the depositor; i = inactive; . = no result given.

SMILES	Yfh1-off respiration	XIAP displacement	P. falciparum M17LAP	human PMI inhibitors	SIAH1 antagonists	West Nile antiviral	M1AAP inhibition	CSM14.1 death rescue	Salmonella PhoP GFP
COc1cc(C(=O)Nc2sc(C(=O)N3CCOCC3)c(C)c2C#N)cc(OC)c1OC	.	-4.1%	8%	2%	1%	.	12%	1.6%	-1%
O=C(O)/C=C/c1ccc(O)c(O)c1	i	-1.1%	2%	16%	-3%	-0.1%	-5%	-0.9%	0%
CCOC(=O)c1ccccc1NC(=O)CN(c1ccccc1)S(=O)(=O)N(C)C	i	5.4%	-2%	16%	-5%	-0.8%	2%	-1.5%	-3%
COc1ccc(C(=O)Nc2ccc3oc(-c4cccnc4)nc3c2)cc1OC	i	-2.2%	-2%	-4%	-9%	2.1%	7%	-1.3%	-5%
Fc1ccccc1Nc1n[nH]c(=S)s1	i	-5.5%	13%	2%	-2%	0.1%	3%	-1.1%	-21%
O=C(Oc1ccc(Cl)cc1)c1ccc(N2CCOCC2)c([N+](=O)[O-])c1	i	2.2%	-6%	10%	3%	0.1%	10%	-0.1%	-12%
O=C(OCCOc1ccccc1Cl)c1ccc(-n2cnnn2)cc1	i	-8.1%	6%	-8%	-1%	0.4%	4%	1.0%	-10%
CCN(CC)S(=O)(=O)c1ccc(C(=O)Oc2ccc3c(c2)OCO3)cc1	i	-2.3%	2%	22%	-1%	0.1%	-10%	-1.8%	4%
Cc1ccc(NC(=S)NCCC2=CCCCC2)cc1	i	-4.6%	-4%	0%	2%	-1.7%	3%	0.0%	-1%
CC(C)C(=O)Nc1ccccc1C(=O)OCC(=O)c1ccc2c(c1)OCCO2	i	-16%	1%	12%	3%	-0.8%	-2%	1.5%	14%
CCOC(=O)c1cc(CC)sc1NC(=O)Cc1ccsc1	i	-3.4%	2%	12%	7%	0.5%	-4%	2.0%	6%
CCOC(=O)C1CCN(C(=O)CCCN2C(=O)c3ccccc3C2=O)CC1	i	-0.5%	4%	2%	-3%	0.4%	2%	-3.1%	1%

Ordered by the number under M1AAP inhibition (largest number first): some entries from above.
Structure | M1AAP inhibition
O=C(Oc1ccc(Cl)cc1)c1ccc(N2CCOCC2)c([N+](=O)[O-])c1 | 10%
Fc1ccccc1Nc1n[nH]c(=S)s1 | 3%
O=C(O)/C=C/c1ccc(O)c(O)c1 | -5%

Remaining list, next part
SMILES	Yfh1-off respiration	XIAP displacement	P. falciparum M17LAP	human PMI inhibitors	SIAH1 antagonists	West Nile antiviral	M1AAP inhibition	CSM14.1 death rescue	Salmonella PhoP GFP
Cc1ccc(-c2nnn(CC(=O)N(CC3CCCO3)C(C(=O)NC(C)(C)C)c3ccc(F)cc3)n2)o1 (stereo unspecified)	i	-8.3%	-4%	0%	10%	-1.2%	3%	-0.2%	-1%
COC(=O)c1cc(OC)c(OC)cc1NC(=O)CN1CCCCC1	i	-4.9%	-2%	0%	-3%	-0.5%	7%	-2.3%	0%
COc1ccc2nc(SCC(=O)Nc3nonc3C)[nH]c2c1	i	-2.6%	17%	1%	2%	0.0%	3%	1.7%	-1%
O=C(COC(=O)CCc1c[nH]c2ccccc12)NC(c1ccccc1)c1ccccc1	i	-4.1%	3%	3%	-3%	-0.2%	-1%	-3.3%	5%
O=C(CN1CCN(Cc2ccc3c(c2)OCO3)CC1)Nc1ccc(N2CCOCC2)cc1	i	-6.0%	5%	0%	-2%	1.2%	4%	-1.0%	-6%
CCc1ccc[n+](-c2[nH]c(=O)sc2/C=N/NC([S-])=Nc2ccccc2)c1	i	-12%	8%	14%	-2%	0.0%	19%	7.0%	-176%
COc1cccc(-n2nnc3c(=O)n(CC(=O)Nc4cc(C)on4)cnc32)c1	i	-1.6%	0%	-8%	-3%	0.2%	8%	0.6%	-4%
CCCC(=O)OCC(=O)Nc1ccc2c(c1)OCO2	i	-4.5%	1%	6%	-3%	-0.6%	-1%	-0.8%	-3%
Cc1cccc2cc(C#N)c(N3CCN(C)CC3)nc12	i	-7.7%	-9%	12%	-1%	-0.1%	1%	-2.0%	36%
COc1cccc(Cn2nnc(C(=O)Nc3cc(C)ccc3OC)c2N)c1	i	0.3%	-5%	7%	-5%	0.0%	7%	-1.2%	-7%
COc1cc(NC(=O)c2cc3nc(C4CC4)cc(C(F)(F)F)n3n2)c(OC)cc1Cl	.	2.1%	12%	8%	6%	.	-4%	-0.1%	9%
Cc1ccccc1-n1c(SCc2c(C)noc2C)nnc1-c1c[nH]c2ccccc12	i	-4.8%	-2%	9%	0%	-0.2%	1%	0.4%	-6%
Cc1nc2cc(NC(=O)N3c4ccccc4CC3C)ccc2n1C (stereo unspecified)	i	-3.9%	9%	2%	2%	-0.9%	-4%	-6.5%	16%
COc1ccc(C2C(C(N)=O)=C(C)Nc3nc(-c4ccccc4)nn32)cc1OC (stereo unspecified)	i	-3.7%	5%	6%	4%	-0.1%	3%	1.5%	-6%
CN(c1ccc(C(=O)NCC2CCCO2)cc1)S(C)(=O)=O (stereo unspecified)	i	-3.4%	3%	0%	2%	-0.2%	-11%	-1.2%	-6%
COc1ccc(CCNC(=O)c2ccc(CNS(=O)(=O)c3ccccc3)cc2)cc1OC	i	1.2%	25%	-1%	-9%	-0.7%	-1%	-0.3%	17%
Cn1c(=O)c2c(nc(CN3CCN(c4ccc(F)cc4)CC3)n2CCN2CCOCC2)n(C)c1=O	i	.	5%	.	2%	-0.2%	2%	.	-9%
COc1cccc(C2=NOC(C(=O)N3CCOCC3)C2)c1 (stereo unspecified)	i	-2.4%	4%	7%	-2%	0.5%	4%	-1.4%	3%
CCN(CC)CCNC(=O)CS(=O)Cc1nc(-c2ccccc2Cl)oc1C (stereo unspecified)	i	-2.2%	14%	9%	-4%	-0.8%	9%	-0.5%	-2%
CCOc1ccc(CC(=O)NNC(=S)Nc2ccc(OC)c(OC)c2)cc1	i	-4.3%	3%	-1%	3%	0.4%	-6%	1.3%	-3%
COc1ccc(/C=C/S(=O)(=O)NCc2ccccc2)cc1OC	i	-5.0%	15%	-1%	0%	-0.6%	-11%	.	7%
CCOC(=O)C(Cc1ccccc1)NC(=O)CNC(=O)CNC(=O)OCc1ccccc1 (stereo unspecified)	i	-3.7%	1%	-2%	0%	0.3%	4%	-1.1%	-3%
C=C(C)C1CC=C(C)/C(=N/NC(=O)c2ccccc2[N+](=O)[O-])C1 (stereo unspecified)	i	-5.8%	1%	3%	2%	-1.2%	1%	-0.2%	7%
O=C(COc1ccc(NC(=O)c2ccccc2[N+](=O)[O-])cc1)c1ccc(F)cc1	i	-17%	9%	8%	3%	-0.8%	-1%	-0.9%	2%

A stretch taken from the entries so far, as a working copy:
SMILES	Yfh1-off respiration	XIAP displacement	P. falciparum M17LAP	human PMI inhibitors	SIAH1 antagonists	West Nile antiviral	M1AAP inhibition	CSM14.1 death rescue	Salmonella PhoP GFP
Cc1nc2cc(NC(=O)N3c4ccccc4CC3C)ccc2n1C (stereo unspecified)	i	-3.9%	9%	2%	2%	-0.9%	-4%	-6.5%	16%
COc1ccc(C2C(C(N)=O)=C(C)Nc3nc(-c4ccccc4)nn32)cc1OC (stereo unspecified)	i	-3.7%	5%	6%	4%	-0.1%	3%	1.5%	-6%
CN(c1ccc(C(=O)NCC2CCCO2)cc1)S(C)(=O)=O (stereo unspecified)	i	-3.4%	3%	0%	2%	-0.2%	-11%	-1.2%	-6%
COc1ccc(CCNC(=O)c2ccc(CNS(=O)(=O)c3ccccc3)cc2)cc1OC	i	1.2%	25%	-1%	-9%	-0.7%	-1%	-0.3%	17%

(continued)
SMILES	Yfh1-off respiration	XIAP displacement	P. falciparum M17LAP	human PMI inhibitors	SIAH1 antagonists	West Nile antiviral	M1AAP inhibition	CSM14.1 death rescue	Salmonella PhoP GFP
Cc1ccc(NC(=O)c2ccccc2OCC(=O)c2ccc(F)cc2)cc1	i	-3.1%	-3%	-8%	8%	-0.2%	3%	-1.6%	-5%
Cc1cc(Cl)ccc1NC(=O)CSc1nnc(Cc2cccs2)n1Cc1ccco1	i	-12%	10%	2%	2%	-1.2%	-2%	-0.9%	-7%
COc1ccc(/C(N)=N/OC(=O)CSc2ccccc2)cc1OC	i	-7.4%	-8%	4%	5%	-0.3%	3%	6.4%	-5%
COc1ccc(Cn2nnnc2CN(Cc2cc3ccc(C)cc3[nH]c2=O)C2CCCC2)cc1	i	-3.1%	12%	11%	2%	-1.0%	9%	0.4%	-6%
COc1cc(C(=O)Nc2ccccc2N2CCN(S(C)(=O)=O)CC2)cc(OC)c1OC	i	-13%	-7%	15%	-5%	0.3%	2%	-1.3%	-1%
O=C(CCN1C(=O)/C(=C\c2ccccc2)SC1=S)NNC(=O)c1ccncc1	i	.	-6%	.	5%	-0.5%	0%	.	-2%
Cc1ccc2c(COC(=O)CNC(=O)c3ccccc3)cc(=O)oc2c1	i	-13%	17%	0%	0%	0.5%	2%	-0.5%	-12%
C/C(Cn1nnc2ccccc21)=N\NC(=O)c1ccc(Br)cc1	i	-5.4%	8%	-12%	-2%	0.0%	8%	-2.2%	-4%
CCOC(=O)C1=C(c2ccccc2)NC(=O)NC1c1cc(Br)c(O)c(OC)c1 (stereo unspecified)	i	2.9%	7%	-2%	-9%	0.0%	1%	1.2%	2%
Nc1ncc(Br)cc1S(=O)(=O)NCCC(=O)N1CCN(c2ncccn2)CC1	i	-6.9%	1%	9%	2%	-0.2%	7%	2.8%	-12%
CCC(C)NC(=O)c1csc2c1CCCCC2 (stereo unspecified)	i	-6.1%	-10%	-6%	0%	-0.4%	1%	2.4%	0%
O=S(=O)(c1ccc(Cl)s1)N1CCN(C/C=C/c2ccccc2)CC1	i	-2.3%	4%	15%	2%	1.6%	6%	.	3%
